# Assay outcomes deposited in PubChem BioAssay by several laboratories.
# HGIII-sPLA2 inh – human group III sPLA2 inhibitors, primary screen, biochemical, QFRET, BODIPY PC-A2 liposome substrate; Group 3 secretory phospholipase A2 (Homo sapiens), Q9NZ20; QFRET BODIPY PC-A2 liposome hydrolysis, fluorescence; inhibition, % at 12.2 µM; actives 0.56% (n = 370,000); AID 743126, 2013;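 active means inhibition above mean plus 3 SD of compounds lying within the high and low control bounds, cut at about 19% in these data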;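 further: 0% = median of test compound wells and 100% = no enzyme DMSO wells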
# Target sequence (Q9NZ20 whole entry, looked up): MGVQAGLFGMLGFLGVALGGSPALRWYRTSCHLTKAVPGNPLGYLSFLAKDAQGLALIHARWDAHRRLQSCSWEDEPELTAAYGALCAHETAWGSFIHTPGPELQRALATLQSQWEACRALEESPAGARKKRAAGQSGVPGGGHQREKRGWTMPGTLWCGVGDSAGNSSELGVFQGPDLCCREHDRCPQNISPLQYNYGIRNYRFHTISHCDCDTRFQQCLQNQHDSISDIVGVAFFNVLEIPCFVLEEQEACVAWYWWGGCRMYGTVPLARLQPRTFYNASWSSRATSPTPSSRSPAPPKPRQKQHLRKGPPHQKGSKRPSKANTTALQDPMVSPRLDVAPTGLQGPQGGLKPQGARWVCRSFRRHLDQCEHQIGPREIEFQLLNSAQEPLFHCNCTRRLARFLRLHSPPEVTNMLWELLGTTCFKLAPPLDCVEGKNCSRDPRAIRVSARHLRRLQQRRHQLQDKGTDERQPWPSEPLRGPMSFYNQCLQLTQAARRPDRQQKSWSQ
# DAX1 inh-1 – DAX1 (NR0B1) inhibitors on StAR promoter, primary screen, cell-based, luminescence, SF-1 (NR5A1), full-length DAX-1 | AID 652010, 2013 | inhibition, % at 6.8 µM | HEK293T StAR-luciferase reporter, SF-1/DAX-1 repression relief | actives 1.1% (n = 370,000);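 active means inhibition above the mean over all tested compounds plus 3 SD, cut at about 3.6% in these data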;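 further: 0% = DAX-1 cells with DMSO and 100% = cells lacking DAX-1 with DMSO; higher inhibition means more luminescence from relief of DAX-1 repression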
# hcDAF12 agonist – H. contortus DAF-12 nuclear receptor activators, primary screen, cell-based, luminescence, HEK293, lit1-tk-luc reporter. HEK293 hcDAF-12 lit1-tk-luc reporter; 0% DMSO, 100% Δ7-dafachronic acid. activation, % at 6.8 µM. actives 1.4% (n = 370,000). AID 652067, 2013;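 active means activation above the mean of all tested compounds plus 3 SD, cut at about 5.5% in these data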;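 further: 100% = response to 3 µM Δ7-dafachronic acid high control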
# SMARCA2 act – SMARCA2 (BRM) function activators, primary screen, cell-based, luminescence, high throughput | activation, % at 9.1 µM | MG213 cells, MMTV-luciferase reporter, dexamethasone, overnight | actives 1% (n = 370,000); in the data active means activation above about 7.8%;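 further: 0% = vehicle wells and 100% = reference activator wells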
# GAA850 FXN act – FXN promoter activators, primary screen, cell-based, luciferase luminescence, HEK293 lucGAA850 | HEK293 lucGAA850 FXN promoter luciferase reporter, 24 h; percent of 10 µM SAHA response | activation, % at 6 µM | actives 0.56% (n = 360,000) | AID 540364, 2011;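 active means activation above the average of all compounds screened plus 3 SD, cutoff fixed separately per campaign, cut at about 7.5% in these data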;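 further: 0% = DMSO wells and 100% = 10 µM SAHA wells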
# DAX1 inh-2 – DAX1 (NR0B1) inhibitors, primary screen, cell-based, HEK293, Gal4-DAX1, luciferase luminescence. actives 0.99% (n = 340,000). HEK293 Gal4-DAX1 luciferase reporter. Nuclear receptor subfamily 0 group B member 1 (Homo sapiens), P51843. inhibition, % at 6.75 µM. AID 504766, 2011;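 active means inhibition above the mean over all tested compounds plus 3 SD, cut at about 4.2% in these data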;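 further: 0% = DAX1-transfected cells with DMSO and 100% = empty-vector control cells with DMSO; inhibition shows as a rise in luminescence from relieved DAX1 repression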
# ADAM10 inh – human ADAM10 inhibitors, primary screen, biochemical, QFRET, HTS; Disintegrin and metalloproteinase domain-containing protein 10 (Homo sapiens), O14672; actives 0.62% (n = 370,000); recombinant ADAM10, EDANS/DABCYL FRET peptide cleavage, 3 h; inhibition, % at 7 µM;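 active means inhibition above a per-campaign cutoff equal to the mean of compounds falling between control-based bounds plus 3 SD, cut at about 20% in these data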;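 further: 0% = DMSO wells while the 100% control is not disclosed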
# Target sequence (O14672 214-748 limits assumed): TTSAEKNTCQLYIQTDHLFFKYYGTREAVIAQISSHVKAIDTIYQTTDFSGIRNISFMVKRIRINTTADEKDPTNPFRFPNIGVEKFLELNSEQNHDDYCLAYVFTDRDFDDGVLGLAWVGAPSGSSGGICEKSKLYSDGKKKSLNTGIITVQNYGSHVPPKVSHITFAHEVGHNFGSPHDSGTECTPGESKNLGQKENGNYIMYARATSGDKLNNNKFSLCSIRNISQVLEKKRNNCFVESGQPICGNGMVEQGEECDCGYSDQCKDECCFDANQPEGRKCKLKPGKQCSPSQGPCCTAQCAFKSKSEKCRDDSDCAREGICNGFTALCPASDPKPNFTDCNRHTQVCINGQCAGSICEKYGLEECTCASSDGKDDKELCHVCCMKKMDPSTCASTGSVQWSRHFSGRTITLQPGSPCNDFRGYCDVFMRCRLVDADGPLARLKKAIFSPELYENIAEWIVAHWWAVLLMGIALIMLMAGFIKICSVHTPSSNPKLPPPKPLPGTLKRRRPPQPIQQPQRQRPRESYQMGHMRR
# GC-A act – GC-A stimulated cGMP production enhancers – HEK293 GC-A cells, cGMP TR-FRET, EC30 ANP, primary screen; Atrial natriuretic peptide receptor 1 (Homo sapiens), P16066; 0% at EC30 ANP, 100% saturating ANP; activation, % at 10 µM; actives 0.14% (n = 370,000); in the data active means activation above about 40%
# ssDAF-12 act – S. stercoralis DAF-12 nuclear receptor activators, primary screen, cell-based, luminescence, HEK293, GRIP1 co-expression, lit1-tk-luc; activation, % at 6.8 µM; Nuclear hormone receptor DAF-12 (Strongyloides stercoralis); HEK293 ssDAF-12/GRIP1 lit1-tk-luc reporter; % of 3 µM dafachronic acid response; actives 1% (n = 370,000);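 active means activation above the mean over all tested compounds plus 3 SD, cut at about 0.9% in these data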;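 further: 0% = DMSO-only wells and 100% = 3 µM delta7-dafachronic acid wells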
# GC-B act – human GC-B receptor activators, primary screen, HEK293 GC-B cells, cGMP TR-FRET, EC30 CNP; 0% at EC30 CNP, 100% saturating CNP; activation, % at 10 µM; actives 0.11% (n = 370,000); AID 1920062, 2024;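 active means activation at 10 µM reaching about 35% in either raw or pattern-adjusted values, limit read from the data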
# hgDAF-12 ag – H. glycines DAF-12 receptor agonists, primary screen, cell-based, luminescence, HEK293, GAL4 fusion, UAS-luciferase; HEK293 GAL4-hgDAF12 UAS-luciferase reporter, agonist luminescence; normalized to butyrate control; activation, % at 6.8 µM; Nuclear hormone receptor DAF-12 (Heterodera glycines), GAL4 fusion; actives 1.8% (n = 370,000);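 active means activation above a cutoff set at the mean of all screened compounds plus 3 SD, cut at about 10% in these data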;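 further: 0% = DMSO wells and 100% = sodium butyrate wells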
# Starred values were filed as active, the others as inactive; i = inactive; / = no result given.
SMILES,HGIII-sPLA2 inh,DAX1 inh-1,hcDAF12 agonist,SMARCA2 act,GAA850 FXN act,DAX1 inh-2,ADAM10 inh,GC-A act,ssDAF-12 act,GC-B act,hgDAF-12 ag
CCN1CCN(c2ccc(NC(=O)c3cccc(F)c3)cc2Cl)CC1,-1,3.5,1.1,14*,2.7,0.4,4,-1,-0.5,-1,13*
COc1ccc(NC(=O)CN2C(=O)C(c3ccccc3)=NC23CCCCCC3)cc1OC,2,0.1,1.2,1,0.3,1.3,6,-2,-0.1,2,1.9
CC(=O)NS(=O)(=O)c1ccc(NC(=O)C2C3C=CC(C3)C2C(=O)O)cc1 (stereo unspecified),4,0.1,-1.9,-1,-0.1,0.6,6,-1,-0.5,4,4.4
CCC(C(=O)OC)n1cnc2scc(-c3ccc(C)cc3)c2c1=O (stereo unspecified),-1,-0.1,0.3,-3,-0.9,0.5,5,0,-2.0,0,-1.2
CN(CC(=O)Nc1cccc(S(=O)(=O)N(C)C)c1)Cc1ccccc1,3,0.5,1.1,3,0.5,0.1,3,-2,-0.8,-6,2.9
COc1ccc(CCC(C)NCc2cc(OC)cc(OC)c2)cc1 (stereo unspecified),3,0.5,0.1,-1,3.9,-1.1,-3,-41,-1.3,-19,1.1
CC1(C)C(=O)NCCN1C(=O)CCC(=O)O,1,0.8,1.9,5,7.9*,0.2,-2,7,-0.7,2,-0.1
CCc1nnc(NS(=O)(=O)c2ccc(N3C(=O)c4ccc(C(=O)O)cc4C3=O)cc2)s1,4,-0.1,1.8,-3,1.7,0.6,-6,-2,-1.1,1,1.8
CC(C)(C)c1ccc(/C=C/C(=O)Nc2ccncc2)cc1,-9,-1.0,-2.5,-3,2.4,-0.5,2,-9,-1.5,4,-2.3
COCCn1c(SCC(=O)N2CCOCC2)nc2ccccc2c1=O,5,-0.1,-0.2,-3,-0.4,-0.8,5,0,-1.0,3,0.0
CC(=O)c1cn(CCC(C)C)c(=O)[nH]c1=O,8,0.0,-0.1,-2,4.0,0.5,-8,3,-2.1,4,0.2
CS(=O)(=O)Nc1ccccc1C(=O)Nc1ccccc1C(=O)N1CCCC1,0,1.1,-3.3,-1,-0.1,0.7,-23,2,-1.1,5,2.9
COC(CNC(=O)c1ccc2c(c1)ncn2-c1ccc(F)c(F)c1)OC,2,-0.4,-3.2,0,1.7,1.5,-1,1,-1.7,-3,2.2
Cc1ccc(CNC(=O)C(C)C2Sc3ccccc3NC2=O)cc1 (stereo unspecified),-3,-0.2,1.7,-2,0.6,0.0,5,3,-1.4,0,-0.2
CC1(C)CC(=O)C(N=Nc2cc(Cl)c(Cl)c(Cl)c2)=C(O)C1,0,0.4,-0.8,4,1.9,-0.4,2,-4,-1.5,-2,-0.1
O=C(O)C=C1C2CC3CC(C2)CC1C3,2,-0.4,0.1,0,0.4,0.2,3,-2,-1.7,-7,-0.3
CC1(c2ccccc2)CC(C)(C)N(C(=O)CSc2nnc(N)s2)c2ccccc21 (stereo unspecified),-3,0.4,-2.9,-4,0.9,0.5,-1,-12,-1.0,-2,-2.2
CS(=O)(=O)N(Cc1ccco1)CC(O)Cn1cc(C=O)c2ccccc21 (stereo unspecified),-4,0.0,-1.3,3,-1.1,0.8,13,3,-1.6,4,-0.3
COc1ccc(N=C(C)C2=C(O)CSC2=O)cc1,-5,0.2,4.4,6,4.7,0.1,-12,2,-0.9,2,6.5
OCCN1CCN(CC/C=C2/c3ccccc3CSc3ccccc32)CC1,-10,0.0,-0.2,-2,1.3,/,-1,-20,-1.2,-14,-0.5
O=C(O)COc1ccc(/C=N/NC(=O)COc2nsnc2N2CCOCC2)cc1,0,-0.2,-1.1,-1,1.9,-0.9,-1,-1,-1.4,4,-2.4
Cc1ncc(CN2CCCC(C(=O)Nc3ccc(-c4ccco4)cc3)C2)cn1 (stereo unspecified),-10,-0.3,-0.7,-2,0.6,0.7,-1,-1,-0.9,3,0.5
Cn1nc(Oc2nc(N3CCOCC3)nc(N3CCOCC3)n2)ccc1=O,4,-0.8,-1.7,-3,-4.3,0.5,-5,-4,-1.9,6,-0.4
Cc1csc(SCC(=O)Nc2ccc3c(c2)OCCO3)n1,5,1.1,1.2,0,-0.1,0.6,-2,0,0.0,1,4.7
CCOc1nc(NC(=O)NS(=O)(=O)Oc2cccc(Cl)c2)nc(-c2ccccc2)n1,-2,0.0,-0.6,1,1.6,-0.5,1,2,-1.6,3,-1.9
O=C(COc1ccc(Cl)cc1)N1CCN(C(=O)c2cccs2)CC1,-1,-0.4,-2.1,-2,2.4,1.6,-7,3,-1.7,-6,-3.0
O=C(Nc1cccc(Cl)c1)c1ccc2c(c1)SC1=NS(=O)(=O)CCN12,2,-1.0,-1.9,-2,-3.5,-1.2,2,7,-1.8,1,0.6
CN1CCC(N2CCCC(C(=O)O)C2)CC1 (stereo unspecified),-5,0.4,-0.2,1,-0.3,0.5,1,-2,-1.6,3,1.6
CCCc1cc(=O)n2[nH]c(C)c(-c3ccccc3)c2n1,4,-0.9,-1.5,-3,0.8,-1.4,-20,5,-0.8,4,0.6
Cc1cc(=O)oc2c3c(cc(OCC(=O)NCC(O)c4ccccc4)c12)OC(C)(C)CC3 (stereo unspecified),14,0.3,2.2,-1,1.5,/,-401,1,-1.2,3,-0.6

# Not a retest: entries from further up.
SMILES,HGIII-sPLA2 inh,DAX1 inh-1,hcDAF12 agonist,SMARCA2 act,GAA850 FXN act,DAX1 inh-2,ADAM10 inh,GC-A act,ssDAF-12 act,GC-B act,hgDAF-12 ag
CCN1CCN(c2ccc(NC(=O)c3cccc(F)c3)cc2Cl)CC1,-1,3.5,1.1,14*,2.7,0.4,4,-1,-0.5,-1,13*
COc1ccc(NC(=O)CN2C(=O)C(c3ccccc3)=NC23CCCCCC3)cc1OC,2,0.1,1.2,1,0.3,1.3,6,-2,-0.1,2,1.9

# The listing continues.
SMILES,HGIII-sPLA2 inh,DAX1 inh-1,hcDAF12 agonist,SMARCA2 act,GAA850 FXN act,DAX1 inh-2,ADAM10 inh,GC-A act,ssDAF-12 act,GC-B act,hgDAF-12 ag
COc1ccc2[nH]c(C)c(CCNC(=S)Nc3cc(C)cc(C)c3)c2c1,-4,-0.2,-3.9,-5,-1.2,-0.8,-7,-4,-2.2,-20,-2.7
CC(C)C[C@@H](CN)NC(=O)c1nc[nH]c1C(=O)N[C@@H](Cc1ccccc1)C(=O)CNC[C@H](C)NC(=O)c1nc[nH]c1C(=O)N[C@@H](CC(C)C)C(=O)O,6,-1.5,-2.5,0,-0.1,-1.4,-14,3,-0.6,3,-0.4
COc1ccc(-c2noc3c2-c2nc(C4CCCCC4)sc2CC3)cc1,-1,0.2,0.0,0,1.4,-0.2,-1,-5,-0.5,-1,1.2
CC1=C(C(=O)N2CCOCC2)CC(CC(=O)NC2CC2)C(=O)N1Cc1ccc(C(C)(C)C)cc1 (stereo unspecified),10,-0.4,-0.4,-4,1.0,0.1,-5,11,-1.2,-3,2.4
Cc1ccc(CN2CCC(Oc3ccc(C(=O)NCc4ccccn4)cc3)CC2)o1,-7,-0.6,0.4,-1,-1.6,1.5,-8,3,-0.9,4,-2.4
CCN(C[C@H]1N[C@@](C)(C(=O)OC)[C@H]2C(=O)N(C)C(=O)[C@@H]12)C(=O)c1ccc(C)cc1,6,2.0,0.3,-1,-2.0,0.9,2,5,-1.4,-2,0.6
Cc1c(NC(=O)CSc2nnc(COc3ccccc3)n2-c2ccccc2)c(=O)n(-c2ccccc2)n1C,0,-0.3,-0.3,-3,-1.1,2.4,-4,-1,-0.6,2,-0.3
COc1cc(OC)c(C2=NOC(C(=O)Nc3c(C)n(C)n(-c4ccccc4)c3=O)C2)cc1Cl (stereo unspecified),-4,0.6,-0.7,0,0.5,-0.7,1,3,-2.0,-4,0.9
COc1cc(NC(=O)C2CCCCC2)c(OC)cc1NC(=O)CN1CCCCC1,7,-0.3,-1.7,-2,0.1,-2.5,11,1,-1.7,3,3.8
CN(C)c1cc2c3ccccc3n(C)c2cc1N,19,0.2,7.6*,-1,0.0,1.6,i,-7,0.0,-2,3.9
Cc1nc2c3ccccc3nc(SCC(=O)N3CC(C)CC(C)C3)n2n1 (stereo unspecified),3,-1.0,-0.7,-1,-1.2,-1.1,-2,13,-1.6,5,0.7
Cc1ccc(OCc2nnc(SCC(=O)Nc3ccc4c(c3)OCCO4)n2Cc2ccco2)cc1,-42,-1.0,-1.4,-1,-0.7,-1.2,9,-3,-1.7,-2,-0.2
CN(CCc1ccccc1)C(=O)c1cc(COc2ccc(F)cc2Cl)on1,-9,-0.3,1.9,7,2.8,0.8,11,-1,-0.9,-1,2.4
COc1ccc(C(=O)N(C)[C@H]2C[C@H]3c4[nH]c5c(-c6ccccc6)cccc5c4CCN3C(=O)[C@H]2[C@H](C)O)cc1,2,0.5,0.6,-2,/,/,-53,-7,-0.9,-8,-4.2
Cc1ccc(C(=O)COC(=O)CCC(=O)Nc2cc(Cl)ccc2Cl)cc1[N+](=O)[O-],10,-0.3,-0.7,-2,1.5,-1.1,-3,3,-1.5,1,-0.4
CCCCn1c(SCC(N)=O)nc2c(sc3ccccc32)c1=O,7,-0.5,-1.4,-2,3.0,-0.7,-64,-1,-1.6,-1,-0.7
COC(=O)c1sc2ccccc2c1-n1cccc1C(=O)C(=O)Nc1ccc(F)cc1,3,0.3,-0.6,0,-0.6,-0.8,-6,-5,-1.2,-5,-1.4
O=C(OC12CCCN(C1)/C(=C/c1cccnc1)C2)c1ccco1 (stereo unspecified),5,-0.8,-1.5,-3,/,/,-10,3,-0.7,1,-4.0
CCc1c(C)nc(SC(C(=O)O)c2ccccc2)c(C#N)c1C (stereo unspecified),3,-0.5,-0.2,-1,2.0,-0.1,0,-1,0.0,2,1.4
COc1cc(C(=O)OCn2nnc3ccccc3c2=O)cc(OC)c1OC,-9,0.5,-1.7,2,2.1,0.4,1,5,-1.3,2,-2.8
S=C(Nc1ccc(Cc2ccncc2)cc1)Nc1cccc(Cl)c1,3,-0.4,-0.4,-2,0.2,1.9,-2,0,0.1,2,0.3
O=C(COC(=O)c1ccccc1[N+](=O)[O-])NCCCc1ccccc1,0,-0.1,0.4,-2,2.1,1.7,-9,-2,-0.9,2,1.0
CCn1cc(C(=O)Nc2ccc(F)c(F)c2)cn1,17,0.3,-1.0,0,2.6,-0.1,-13,2,-1.4,2,2.6
